PG9 Ab binder: binders of HIV-1 gp120 antibody PG9, primary screen, biochemical, TR-FRET. HIV-1 gp120 / PG9 antibody interaction. 0.43% of 360,000 active. inhibition, % at 6.7 µM. TR-FRET gp120-PG9 antibody binding. AID 624416, 2012; in the data active = inhibition above about 8.5%
TCR-CD3 inh: inhibitors of human TCR-CD3 interaction, primary screen, biochemical, fluorescence, TAMRA-labeled TCR probe; inhibition, % at 9.4 µM; AID 651800, 2012; T-cell receptor (TCR); 0.37% of 360,000 active; in the data active = inhibition above about 19%;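 also: recombinant mutant TCR 2C K166C tagged with TAMRA read by polarization; 0% = receptor in buffer alone and 100% = receptor with positive control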
HTRA1 inh: HTRA1 serine protease inhibitors, primary screen, biochemical, fluorescence polarization, HTS; inhibition, % at 5.96 µM; recombinant HTRA1, FP-rhodamine activity-based probe; 0.5% of 340,000 active; Q92743; AID 504803, 2011; in the data active = inhibition above about 36%;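 also: 0% = enzyme with DMSO and 100% = wells lacking enzyme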
Target sequence (Q92743 whole entry, looked up): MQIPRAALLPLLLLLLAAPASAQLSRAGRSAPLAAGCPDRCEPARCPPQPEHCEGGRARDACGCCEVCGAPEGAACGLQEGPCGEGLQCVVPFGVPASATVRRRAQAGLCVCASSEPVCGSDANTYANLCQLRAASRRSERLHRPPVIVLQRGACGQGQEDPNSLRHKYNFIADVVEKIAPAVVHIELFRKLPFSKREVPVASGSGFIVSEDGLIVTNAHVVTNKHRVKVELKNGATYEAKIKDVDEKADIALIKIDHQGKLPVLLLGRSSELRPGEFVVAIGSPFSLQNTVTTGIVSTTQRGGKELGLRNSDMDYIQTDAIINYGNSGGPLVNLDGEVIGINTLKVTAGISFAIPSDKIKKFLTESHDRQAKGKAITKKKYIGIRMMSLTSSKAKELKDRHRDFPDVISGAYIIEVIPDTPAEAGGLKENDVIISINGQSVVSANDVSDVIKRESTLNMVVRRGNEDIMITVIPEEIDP
PRMT1 FP inh: PRMT1 methyltransferase inhibitors, primary screen, biochemical, fluorescence polarization. AID 652257, 2013. 1.3% of 370,000 active. Protein arginine N-methyltransferase 1 (Homo sapiens), Q99873. recombinant PRMT1, activity-based probe fluorescence polarization. inhibition, % at 2.79 µM;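 active = inhibition above about 21% made by adding two undisclosed values, limit read from the data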
UHRF1 MBD2 ctr: UHRF1 methylated DNA binding inhibitors, primary screen, counter-screen for MBD2 inhibitor project, biochemical, TR-FRET, human UHRF1, single concentration; AID 687016, 2013; 0.75% of 370,000 active; E3 ubiquitin-protein ligase UHRF1 (Homo sapiens), Q96T88; UHRF1 binding to methylated oligo; inhibition, % at 4.4 µM; in the data active = inhibition above about 21%;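 also: UHRF1 SRA domain binding a hemimethylated CpG hairpin DNA probe; 0% = median of test compound wells and 100% = reference inhibitor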
Rev-erbA mod: modulators of Rev-erb alpha DNA binding, primary screen, biochemical, FITC-DNA, fluorescence polarization, uHTS; Nuclear receptor subfamily 1 group D member 1 (Homo sapiens), P20393; Rev-erbα–FITC-DNA binding, 90 min; activity, % at 10 µM; 0.79% of 370,000 active; AID 1259318, 2017;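 active = activity above about 14%, limit read from the data; passing the limit was not always enough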;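 also: 0% = DMSO wells with 35 nM protein and 100% = DMSO wells with 750 nM protein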
rCAG binder: binders of r(CAG) RNA repeats, primary screen, biochemical, fluorescence; 1.3% of 370,000 active; inhibition, % at 3 µM; r(CAG) RNA repeat, TO-PRO-1 dye displacement fluorescence;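 active = inhibition above the plate cutoff, the mean of all test compounds on that plate plus 3 SD, cut at about 35% in these data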;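 also: 0% = DMSO alone and 100% = 100 µM mitoxantrone as full dye displacement; higher means more dye released from RNA so lower well fluorescence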
MBD2 inh: inhibitors of MBD2 binding to methylated DNA, primary screen, biochemical, TR-FRET, DNA-binding domain, human; Methyl-CpG-binding domain protein 2 (Homo sapiens), Q9UBB5; inhibition, % at 4.4 µM; AID 686964, 2013; MBD2 binding to methylated oligonucleotide; 0.31% of 370,000 active; in the data active = inhibition above about 13%
LEDGF integ inh: blockers of LEDGF/p75-dependent integrase strand transfer – biochemical, TR-FRET, high throughput, primary screen; TR-FRET IN-LEDGF/p75 DNA integration, Eu/Cy5; inhibition, % at 3.7 µM; 0.64% of 370,000 active;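 active = inhibition above the screen-wide mean plus 3 SD, cut at about 13% in these data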;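 also: signal is the Cy5 over europium emission ratio at 671 and 618 nm; 0% = plate median of compound wells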
ABHD4 inh: ABHD4 inhibitors, primary screen, biochemical, fluorescence polarization, mouse; (Lyso)-N-acylphosphatidylethanolamine lipase (Mus musculus), Q8VD66; purified mABHD4, FP-Rh probe fluorescence polarization; inhibition, % at 8.92 µM; 0.54% of 370,000 active; AID 720543, 2013;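 active = inhibition exceeding the mean over every tested compound plus 3 SD, cut at about 30% in these data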;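 also: 0% = plate median of compound wells and 100% = S159A mutant with DMSO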
Target sequence (Q8VD66 whole entry, looked up): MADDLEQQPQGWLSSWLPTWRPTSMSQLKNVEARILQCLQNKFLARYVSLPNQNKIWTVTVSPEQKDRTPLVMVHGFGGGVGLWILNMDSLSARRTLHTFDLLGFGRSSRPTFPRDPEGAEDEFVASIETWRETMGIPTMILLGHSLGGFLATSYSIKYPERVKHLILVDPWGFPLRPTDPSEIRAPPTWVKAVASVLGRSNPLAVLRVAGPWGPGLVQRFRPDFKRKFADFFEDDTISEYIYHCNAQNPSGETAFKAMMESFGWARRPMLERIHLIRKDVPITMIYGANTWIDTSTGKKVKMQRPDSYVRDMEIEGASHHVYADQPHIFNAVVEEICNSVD
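Test system: mABHD4 protein | Buffer or medium: HEPES pH 7.0 buffer, 150 mM NaCl, 0.01% Pluronic F-127 | Probe or stimulus: FP-Rh fluorescent activity-based probe, added after compound pre-incubation | Timing: Pre-incubation 45 min, probe exposure 60 min, at 25 °C | Technique: Fluorescence polarization, excitation 525 nm, emission 598 nm, BODIPY TMR filters | Repeats: Single well per compound (singlicate)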
Active calls of the source: *; / = no result given. A portion of the library; the hit share may differ from the screen's.

| structure | PG9 Ab binder | TCR-CD3 inh | HTRA1 inh | PRMT1 FP inh | UHRF1 MBD2 ctr | Rev-erbA mod | rCAG binder | MBD2 inh | LEDGF integ inh | ABHD4 inh |
| --- | --- | --- | --- | --- | --- | --- | --- | --- | --- | --- |
| Cc1ccc(CSC2=NCCN2C(=O)c2ccc([N+](=O)[O-])cc2)cc1 | -0.2 | -4.1 | 3.7 | 0.5 | -0.9 | -1.2 | 0.1 | -2.5 | 0.9 | -1.3 |
| COc1ccc2cc(C(=O)CS(=O)(=O)c3ccc(Cl)cc3)c(=O)oc2c1 | -3.0 | 2.5 | / | 0.3 | -2.5 | 0.8 | 8.5 | -7.5 | 2.2 | 14.4 |
| COc1ccc(C(C(=O)NC(C)(C)C)n2c(-c3ccc(=O)[nH]c3)nc3ccccc32)cc1 (stereo not given) | -2.6 | -0.5 | / | -0.8 | 2.6 | 7.1 | 3.8 | 0.7 | 1.9 | -5.9 |
| O=C(CC(Nc1ccccc1Cl)C(=O)O)c1ccccc1 (stereo not given) | -3.4 | 9.3 | 6.7 | 30.8* | 3.5 | -2.4 | -1.2 | 2.7 | 4.9 | 2.6 |
| COc1ccc(CCC(=O)NCCc2nc3ccccc3[nH]2)cc1 | 0.2 | -2.7 | -0.4 | -3.1 | 0.0 | 2.1 | 12.5 | 2.2 | 7.6 | 1.1 |
| COc1ccc(-c2ccc(C(=O)NCc3ccc(C(F)(F)F)cc3)c3occc23)c(C)c1 | 0.2 | 3.0 | / | -3.5 | -1.8 | 5.0 | 4.7 | -6.8 | 6.4 | -30.2 |
| COc1cccc(NS(=O)(=O)c2ccc3[nH]cc(C(=O)NC4CC4)c(=O)c3c2)c1 | 1.9 | -2.6 | -5.9 | -2.8 | 2.2 | 0.8 | 9.2 | -7.6 | -8.0 | -19.7 |
| Cc1[nH]nc2nc(SCC(=O)NC3CCCCC3)n(-c3ccc(Br)cc3)c(=N)c12 | 3.8 | 3.0 | -8.9 | 0.6 | -1.3 | 63.9* | 4.2 | -3.4 | -0.7 | 0.1 |
| CCOC(=O)C1CCN(C(=O)c2cccc(S(=O)(=O)N(CC)c3ccccc3)c2)CC1 | 0.2 | -8.0 | -2.4 | 2.7 | -1.0 | 3.1 | -1.8 | -1.8 | -5.8 | 8.4 |
| O=C1C2CCCN2C(=O)N1CCCCN1CCN(c2ccc(F)cc2)CC1 (stereo not given) | 0.1 | 4.0 | 5.6 | 1.5 | -1.3 | -8.0 | -7.2 | -3.4 | -1.4 | -4.4 |
| COc1cc([N+](=O)[O-])c2ncsc2c1 | -3.2 | 3.8 | 1.6 | 11.9 | -5.9 | 1.7 | 3.9 | -5.6 | -0.7 | -3.0 |
| CCN(CC)S(=O)(=O)c1ccc(NC2c3ccccc3C(=O)N2Cc2ccc3c(c2)OCO3)cc1 (stereo not given) | -0.8 | -7.3 | 0.6 | 4.7 | 1.7 | -4.9 | 2.2 | 1.4 | -2.5 | 1.3 |
| COc1ccc(C2Nc3ccc4ccccc4c3-c3c2c(=O)oc2ccccc32)cc1 (stereo not given) | 1.5 | -6.6 | -10.1 | 0.7 | 1.8 | -5.6 | 21.2 | 4.3 | 2.8 | -0.3 |
| CC(=O)C1=CCC(c2ccc(Cl)cc2)N(S(=O)(=O)c2ccccc2)C1 (stereo not given) | -0.1 | 5.1 | / | 3.1 | -1.0 | 3.2 | -0.6 | 0.4 | -8.9 | 1.5 |
| CCN(CC)S(=O)(=O)c1ccc(NC2=NS(=O)(=O)c3ccccc32)cc1 | -1.5 | -0.7 | -13.6 | -2.8 | -1.5 | -0.5 | 8.4 | 2.9 | -0.9 | -9.8 |
| O=C(NC1CCN(C(=O)Nc2cccc(Cl)c2)CC1)C1CCCCC1 | -2.9 | -1.2 | 0.1 | -9.1 | 0.9 | 3.3 | -2.4 | -4.1 | 0.9 | -2.3 |
| CC(=C/c1ccccc1)/C=N/Nc1nc(N2CCCCC2)nc(N2CCCCC2)n1 | -1.4 | 6.1 | 4.6 | -1.3 | -2.1 | -3.3 | -2.6 | -6.6 | -1.2 | 0.5 |
| Cc1occc(=O)c1OC(=O)Nc1ccc(Cl)c(Cl)c1 | 1.1 | 73.3* | -87.9 | -3.4 | -2.5 | -2.0 | 14.9 | -4.0 | -2.9 | -94.0 |
| CC(=O)c1ccc(NC(=S)NCc2ccc(Cl)cc2Cl)cc1 | -1.6 | 0.1 | -55.0 | -1.7 | -1.0 | -1.8 | 10.7 | 1.6 | -4.6 | -35.8 |
| CC(=O)Nc1cc(-c2cccc(C)c2)cn2c(-c3ccc(S(C)(=O)=O)cc3)cnc12 | 0.2 | 3.9 | / | 5.5 | -3.4 | -2.7 | 14.2 | -0.8 | -2.4 | -1.3 |
| CCN(CC)c1ccc(S(=O)(=O)N2CCOCC2)cc1NC(=O)COC(=O)COc1ccccc1C | -1.1 | 1.2 | -3.3 | -6.1 | -2.2 | 5.6 | 0.2 | -6.2 | 5.9 | 0.3 |
| COCCCNC(=O)c1c(NC(=O)c2cccs2)sc2c1CCCC2 | 6.7 | 6.1 | -0.7 | 1.0 | 0.3 | 5.8 | 1.3 | -0.4 | 1.7 | 4.5 |
| O=C1c2cccc3c(O)ccc(c23)C(=O)N1c1ccc(Cl)cc1 | 0.3 | 32.5* | 34.0 | 173.7* | -32.9 | 59.9* | -495.8 | -21.6 | 5.2 | 57.1* |
| O=C(NCc1cccnc1)c1ccc(N2CCOCC2)c([N+](=O)[O-])c1 | -4.7 | 1.4 | 2.4 | -4.8 | -1.9 | -1.5 | 0.3 | -9.0 | -0.6 | -2.8 |
| CCCP(=O)(CCC)CCP(=O)(c1ccccc1)c1ccccc1 | -2.5 | -3.6 | 0.3 | 0.2 | 3.8 | 0.2 | -5.7 | 0.0 | -4.2 | 1.6 |
| CC(C)(C)c1ccc(/C=C2/SC(N3CCCC3)=NC2=O)cc1 | -1.8 | 2.4 | / | -3.3 | -3.6 | -0.6 | -5.6 | 2.4 | -1.0 | -12.7 |
| Cc1ccc2nc(N/C(=N/S(=O)(=O)c3cccs3)c3ccccc3Cl)sc2c1 | -0.4 | 2.1 | -10.2 | -1.4 | -0.1 | 4.2 | 71.4* | -1.1 | 4.3 | -38.5 |
| COc1ccc(NC(=O)COc2ccccc2Cc2ccccc2)cc1S(N)(=O)=O | -0.7 | -16.1 | -25.3 | -1.5 | 6.4 | -0.2 | 6.3 | 4.2 | 7.3 | -20.4 |
| COc1ccc(N(CC(=O)N2CCN(c3ccc(F)cc3)CC2)S(=O)(=O)c2c(C)noc2C)cc1 | 1.3 | -4.9 | -6.6 | -1.8 | 0.6 | 0.5 | -4.6 | 1.6 | -0.7 | 5.0 |
| COc1ccc(OC)c(-c2cc(C(=O)Nc3c(C)n(C)n(-c4ccccc4)c3=O)no2)c1 | -3.9 | 4.6 | 1.9 | -1.7 | -3.9 | 0.4 | 0.1 | -4.0 | 4.9 | -6.5 |
| CCN(CC)CCCN(C(=O)c1ccco1)c1nc(-c2ccc(C)cc2)cs1 | -1.6 | 1.7 | -2.5 | -2.9 | 4.1 | -1.7 | -7.4 | -2.0 | 7.5 | 3.0 |
| Cc1ccc(O)c(C2=NNC(O)(C(F)(F)F)C2)c1 (stereo not given) | 0.2 | 3.8 | -8.2 | -1.5 | -0.6 | -5.5 | 5.7 | -1.2 | 1.3 | -7.1 |
| CCN(CC)C(=O)Nc1cnc2ccccc2c1 | 1.6 | -1.7 | 6.2 | -1.4 | 4.6 | 7.5 | -0.2 | -4.7 | -4.8 | 0.3 |
| CCO/C(C)=N/Oc1cncnc1 | -0.2 | -7.3 | / | 0.4 | -0.2 | -3.7 | 6.4 | -0.6 | 0.7 | 3.7 |
| Cc1ccc(N(C(=O)c2csnn2)C(C(=O)NC2CCCCC2)c2ccco2)cc1 (stereo not given) | -1.1 | 2.5 | 1.3 | -0.3 | -3.8 | -0.8 | -4.3 | -1.0 | 2.3 | -1.6 |
| Cc1c(NC(=O)C(C)Sc2nc(N)cc(=O)[nH]2)c(=O)n(-c2ccccc2)n1C (stereo not given) | -1.3 | -3.5 | 2.9 | -1.1 | 2.9 | 5.5 | 4.3 | 1.3 | 8.2 | -4.8 |
| CC(=O)OCC(=O)N1CCN(c2ccc([N+](=O)[O-])cc2)CC1 | -1.6 | -5.7 | -0.3 | 1.5 | 0.4 | 0.5 | 0.7 | -4.0 | -2.2 | 2.4 |
| O=C(CS(=O)(=O)c1cn(CC(=O)N2CCOCC2)c2ccccc12)NCc1ccc(F)cc1 | -0.7 | -4.8 | -0.4 | 0.1 | 2.0 | -2.4 | 2.3 | -0.3 | 0.9 | -1.4 |
| C[C@]1(OC(=O)/C=C/c2ccccc2)C[C@@H](O)[C@]2(O)C=CO[C@@H](O[C@@H]3O[C@H](CO)[C@@H](O)[C@H](O)[C@H]3O)[C@@H]21 | -0.4 | -1.7 | 4.7 | 6.9 | 1.9 | 0.5 | 0.0 | 1.4 | -1.4 | -1.3 |
| CCC(=O)Nc1nnc(SCC(=O)NCCc2ccc(OC)c(OC)c2)s1 | 0.7 | -5.5 | -4.5 | 4.8 | 0.2 | 11.3 | -4.7 | 3.1 | -3.7 | 0.9 |
| O=C(Cc1ccccc1F)Nc1ccccc1N1CCCC1 | -0.4 | -4.2 | -2.3 | 3.1 | 1.5 | -1.3 | -6.0 | 4.2 | -2.0 | -6.8 |
| NS(=O)(=O)c1ccc(NC(NC(=O)c2cccnc2)C(Cl)(Cl)Cl)cc1 (stereo not given) | -4.6 | -4.2 | 0.3 | -1.5 | -1.7 | -2.3 | 3.4 | 2.1 | 3.4 | 0.7 |
| COc1ccc(OC)c(NC(=O)C2CCCN(S(=O)(=O)c3ccc(-n4cnnn4)cc3)C2)c1 (stereo not given) | -1.0 | 3.8 | 0.4 | 0.6 | -2.1 | -3.3 | 0.1 | 1.9 | 2.7 | 6.3 |
| COc1cccc(-c2cc3nc(NCc4ccc5occc5c4)n(C)c(=O)c3s2)c1 | -2.5 | 2.4 | / | -1.3 | -0.5 | 10.7 | 7.7 | -1.1 | -3.2 | -12.5 |
| COc1cccc(C(=O)N[C@H](C(=O)N2CCC[C@H]2C(=O)NC2CCCC2)c2ccccc2)c1 | 0.0 | 4.5 | / | -0.7 | -2.1 | 14.1 | -2.8 | 1.1 | -2.1 | -0.7 |
| O=C(c1ccccc1Cl)N1CCN(c2ncccn2)CC1 | -3.0 | 5.9 | / | -1.1 | -1.6 | -1.3 | -4.0 | -2.9 | 2.1 | 6.3 |
| O=C(Nc1ccc2c(c1)OCO2)c1sc2cc(Cl)ccc2c1Cl | 1.2 | 6.5 | 3.8 | -4.2 | -3.9 | 1.7 | 5.7 | -5.2 | 1.3 | 2.9 |

Assay outcomes from PubChem.
